High-throughput results from PubChem BioAssay.
proCasp7 act = procaspase-7 activators, primary screen, counter-screen for procaspase-3 activator project, biochemical, absorbance, HTS, human | Caspase-7 (Homo sapiens), P55210 | recombinant procaspase-7, Ac-DEVD-pNA absorbance 405 nm; D23A/D198A/D206A triple mutant, cannot self-cleave; scale: DMSO 0, 5 µM enzyme 100 | activation, % at 8.5 µM | 330,000 tested, 0.093% active;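 active = percent activation above the screen-wide mean plus 3 SD, cut at about 25% in these data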
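System: Procaspase-7 triple mutant (PC-7 D3A); measure: % activation from two-timepoint absorbance difference, scaled to controls; times: 1 h compound preincubation, 2 h substrate cleavage, 25 °C; also added: Ac-DEVD-pNA substrate, 400 µM as added; measured by: Epi-absorbance of released pNA at 405 nm, two timepoints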
MEP2 TOR yeast = modulators of MEP2-GFP levels in yeast, primary screen, S. cerevisiae, multiplex flow cytometry, MLPCN library; 330,000 tested, 0.51% active; S. cerevisiae MEP2-GFP strain, 3 h; 100% = DMSO control level; GFP response vs DMSO, % at 10 µM; AID 2016, 2009;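 active = GFP response versus DMSO above a set limit, roughly screen mean plus 3 SD, cut at about 180% in these data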;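 also: median GFP fluorescence of the barcode-gated MEP2-GFP cells per well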
proCasp3 act = activators of human procaspase-3 D3A mutant, primary screen, biochemical, absorbance, PC-3 D3A mutant, single concentration | Caspase-3 (Homo sapiens), P42574 | recombinant procaspase-3 D3A, Ac-DEVD-pNA absorbance 405 nm | activation, % at 8.5 µM | 330,000 tested, 0.11% active | AID 463141, 2010;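 active = activation above the mean of all tested compounds plus 3 SD, cut at about 21% in these data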;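 also: 0% = DMSO alone and 100% = DMSO wells spiked with extra 5 µM PC-3 D3A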
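material = Procaspase-3 D3A mutant | probe or stimulus = Ac-DEVD-pNA | compound = single dose, 8.5 µM nominal compound, 0.8% DMSO | timing = 1 h preincubation, 2 h reaction | measured by = 405 nm absorbance of p-nitroaniline, reads at 0 and 120 min | benchmarks = DMSO-only low control, 5 µM PC-3 D3A high control | repeats = singlicate, each compound tested once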
AGP1 TOR yeast = modulators of AGP1-GFP expression in yeast TOR pathway, primary screen, cell-based, multiplex flow cytometry, S. cerevisiae, MLPCN library; 3 h; GFP as percent of DMSO wells; GFP response vs DMSO, % at 10 µM; 320,000 tested, 0.02% active;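 active = GFP response relative to DMSO above a set limit, near screen average plus 3 SD, cut at about 150% in these data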;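 also: median GFP channel fluorescence of the gated AGP1 strain per well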
AHR act = AHR activators, primary screen, cell-based, luminescence, luciferase reporter, human; Aryl hydrocarbon receptor (Homo sapiens), P35869; AHR-responsive luciferase reporter cells; activation, % at 5 µM; 320,000 tested, 2.5% active; in the data active = activation above about 47%;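 also: 0% = vehicle wells and 100% = reference agonist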
Target sequence (P35869 whole entry, looked up): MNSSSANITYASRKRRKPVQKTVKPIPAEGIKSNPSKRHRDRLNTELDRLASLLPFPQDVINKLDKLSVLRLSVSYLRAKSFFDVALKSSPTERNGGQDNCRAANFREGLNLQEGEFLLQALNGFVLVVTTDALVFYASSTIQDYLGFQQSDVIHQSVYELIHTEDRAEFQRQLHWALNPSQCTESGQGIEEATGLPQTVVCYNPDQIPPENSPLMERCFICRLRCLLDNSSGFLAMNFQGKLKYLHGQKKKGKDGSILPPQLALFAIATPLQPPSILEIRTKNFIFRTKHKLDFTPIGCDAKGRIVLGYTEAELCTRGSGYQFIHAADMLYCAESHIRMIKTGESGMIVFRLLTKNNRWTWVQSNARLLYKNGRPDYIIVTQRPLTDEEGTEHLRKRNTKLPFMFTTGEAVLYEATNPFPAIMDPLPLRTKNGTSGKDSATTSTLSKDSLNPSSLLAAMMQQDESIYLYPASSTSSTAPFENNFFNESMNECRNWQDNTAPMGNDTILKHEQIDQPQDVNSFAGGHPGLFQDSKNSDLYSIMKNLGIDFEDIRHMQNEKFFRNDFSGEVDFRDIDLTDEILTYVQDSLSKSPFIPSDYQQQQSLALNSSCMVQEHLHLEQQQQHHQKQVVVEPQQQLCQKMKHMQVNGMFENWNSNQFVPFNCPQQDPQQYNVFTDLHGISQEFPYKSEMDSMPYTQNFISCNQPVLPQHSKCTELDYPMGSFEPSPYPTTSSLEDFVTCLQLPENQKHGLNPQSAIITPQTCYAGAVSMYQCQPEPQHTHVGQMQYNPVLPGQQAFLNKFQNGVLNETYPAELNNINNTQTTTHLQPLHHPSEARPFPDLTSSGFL
LAP4 TOR yeast = modulators of LAP4-GFP expression in yeast, primary screen, S. cerevisiae, multiplex flow cytometry, MLPCN library | 3 h; median GFP as percent of DMSO wells | GFP response vs DMSO, % at 10 µM | 320,000 tested, 0.34% active;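 active = GFP response vs DMSO above a set limit, about the screen mean plus 3 SD, cut at about 150% in these data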
CIT2-GFP yeast = modulators of CIT2-GFP expression in yeast, primary screen, S. cerevisiae, GFP fusion, multiplex flow cytometry, MLPCN library | S. cerevisiae CIT2-GFP strain, 3 h; 100 means same as DMSO wells | GFP response vs DMSO, % at 10 µM | 320,000 tested, 0.065% active | AID 2029, 2009;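 active = GFP response relative to DMSO above a set limit, near the screen mean plus 3 SD, cut at about 150% in these data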;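 also: ratio of well median GFP fluorescence to mean of DMSO wells on the plate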
RPL19A-GFP yeast = RPL19A-GFP expression modulators in yeast, primary screen, cell-based, S. cerevisiae, multiplex flow cytometry, MLPCN | S. cerevisiae RPL19A-GFP strain, 3 h; hits give low values | percent response vs DMSO, % at 10 µM | 330,000 tested, 0.3% active;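 active = percent response vs DMSO below 50%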;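 also: median channel GFP fluorescence of the barcoded RPL19A-GFP strain; ratio of sample median GFP to plate DMSO average so 100% = DMSO; lower means less RPL19A-GFP as with rapamycin TOR inhibition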
Active calls of the source: *.

What do the screens show for `C#CCOCCOCCOCCNc1nc(N2CCN(C(=O)[C@H](CCCCN)n3cc([C@@H](N)C(C)CC)nn3)CC2)nc(N2CCN(C(=O)[C@H](Cc3ccc(O)cc3)n3cc([C@@H](N)CC(C)C)nn3)CC2)n1` (some centres not stated)?
proCasp7 act: 4; MEP2 TOR yeast: 92; proCasp3 act: -2; AGP1 TOR yeast: 90; AHR act: 1; LAP4 TOR yeast: 107; CIT2-GFP yeast: 100; RPL19A-GFP yeast: 103

Results for Cn1cc(C(c2ccccc2OCC(=O)O)c2cn(C)c3ccccc23)c2ccccc21 ?
proCasp7 act: 10; MEP2 TOR yeast: 95; proCasp3 act: -7; AGP1 TOR yeast: 97; AHR act: 7; LAP4 TOR yeast: 84; CIT2-GFP yeast: 105; RPL19A-GFP yeast: 101

What do the screens show for `CCn1nc(CC(C)C)cc1C(=O)N1CCCC(Nc2ccc(F)cc2)C1` (configuration not stated)?
MEP2 TOR yeast: 104; AGP1 TOR yeast: 91; LAP4 TOR yeast: 88; CIT2-GFP yeast: 90; RPL19A-GFP yeast: 109

What do the screens show for `COc1cccc(/C=C/C(=O)N2CCN(c3ccccn3)CC2)c1`?
proCasp7 act: 3; MEP2 TOR yeast: 96; proCasp3 act: 2; AGP1 TOR yeast: 96; AHR act: 6; LAP4 TOR yeast: 94; CIT2-GFP yeast: 98; RPL19A-GFP yeast: 98

What do the screens show for `CCOc1ccc(CC(=O)NNC(=O)NC2CCCCC2)cc1`?
proCasp7 act: 4; MEP2 TOR yeast: 104; proCasp3 act: 0; AGP1 TOR yeast: 99; AHR act: -1; LAP4 TOR yeast: 99; CIT2-GFP yeast: 93; RPL19A-GFP yeast: 101

What do the screens show for `CCOc1ccc2[nH]c(=O)c(CN(CCCO)C(C)=O)cc2c1`?
proCasp7 act: 1; MEP2 TOR yeast: 106; proCasp3 act: -6; AGP1 TOR yeast: 109; AHR act: 0; LAP4 TOR yeast: 107; CIT2-GFP yeast: 109; RPL19A-GFP yeast: 105

How did C=CCN(CC=C)CCOc1ccc(C)cc1[N+](=O)[O-] do in these assays?
proCasp7 act: 1; MEP2 TOR yeast: 112; proCasp3 act: 8; AGP1 TOR yeast: 100; AHR act: 15; LAP4 TOR yeast: 101; CIT2-GFP yeast: 100; RPL19A-GFP yeast: 104

What do the screens show for `CCc1ccc(NC(=O)C(C)Oc2nnc(-c3cccs3)c(-c3cccs3)n2)cc1` (configuration not stated)?
proCasp7 act: -1; MEP2 TOR yeast: 101; proCasp3 act: -7; AGP1 TOR yeast: 95; AHR act: 6; LAP4 TOR yeast: 97; CIT2-GFP yeast: 94; RPL19A-GFP yeast: 106

What do the screens show for `Cn1cccc1CNCc1ccc(F)cc1`?
proCasp7 act: 2; MEP2 TOR yeast: 97; proCasp3 act: -3; AGP1 TOR yeast: 93; AHR act: 1; LAP4 TOR yeast: 93; CIT2-GFP yeast: 91; RPL19A-GFP yeast: 101

How did Cc1ccc(CN(Cc2cc3cc4c(cc3[nH]c2=O)OCCO4)Cc2nnnn2Cc2ccco2)cc1 do in these assays?
proCasp7 act: 4; MEP2 TOR yeast: 109; proCasp3 act: -8; AGP1 TOR yeast: 98; AHR act: 7; LAP4 TOR yeast: 102; CIT2-GFP yeast: 102; RPL19A-GFP yeast: 101

What do the screens show for `CCN1CCN(CC(=O)c2cc(OC)c(OC)c(OC)c2)CC1`?
proCasp7 act: 6; MEP2 TOR yeast: 112; proCasp3 act: 5; AGP1 TOR yeast: 122; AHR act: -1; LAP4 TOR yeast: 105; CIT2-GFP yeast: 93; RPL19A-GFP yeast: 107

What do the screens show for `O=C(NCCc1cn2ccccc2n1)c1cc(COc2c(F)cccc2F)on1`?
proCasp7 act: 4; MEP2 TOR yeast: 98; proCasp3 act: 1; AGP1 TOR yeast: 98; AHR act: 10; LAP4 TOR yeast: 99; CIT2-GFP yeast: 95; RPL19A-GFP yeast: 96

How did O=C(CN1CCN(S(=O)(=O)c2ccc(Cl)cc2)CC1)NC1CCCC1 do in these assays?
proCasp7 act: 9; MEP2 TOR yeast: 99; proCasp3 act: -4; AGP1 TOR yeast: 96; AHR act: 7; LAP4 TOR yeast: 96; CIT2-GFP yeast: 95; RPL19A-GFP yeast: 100

What do the screens show for `O=C(NCc1ccccn1)c1nnc(Cc2ccc(Cl)cc2)o1`?
proCasp7 act: -7; MEP2 TOR yeast: 104; proCasp3 act: 8; AGP1 TOR yeast: 107; AHR act: 2; LAP4 TOR yeast: 109; CIT2-GFP yeast: 103; RPL19A-GFP yeast: 103

How did COCC1CCN(C(=O)c2ccc3oc(Cc4ccccc4)nc3c2)C1 (configuration not stated) do in these assays?
proCasp7 act: 2; MEP2 TOR yeast: 101; proCasp3 act: 8; AGP1 TOR yeast: 95; AHR act: 0; LAP4 TOR yeast: 99; CIT2-GFP yeast: 96; RPL19A-GFP yeast: 94

How did COc1cscc1C(=O)O do in these assays?
proCasp7 act: 3; MEP2 TOR yeast: 94; proCasp3 act: 8; AGP1 TOR yeast: 106; AHR act: -1; LAP4 TOR yeast: 99; CIT2-GFP yeast: 98; RPL19A-GFP yeast: 100

How did CSc1ccc(-c2nnn(Cc3ccc(Br)cc3)n2)cc1 do in these assays?
proCasp7 act: -2; MEP2 TOR yeast: 95; proCasp3 act: 7; AHR act: 2; LAP4 TOR yeast: 99; CIT2-GFP yeast: 91; RPL19A-GFP yeast: 94

What do the screens show for `O=C(CCNc1n[nH]c(=O)[nH]c1=O)N1CCCCC1`?
proCasp7 act: 7; MEP2 TOR yeast: 98; proCasp3 act: -2; AGP1 TOR yeast: 97; AHR act: 1; LAP4 TOR yeast: 99; CIT2-GFP yeast: 90; RPL19A-GFP yeast: 100

What do the screens show for `Cc1[nH]n(C(N)=S)c(=O)c1N=Nc1ccc(Br)cc1`?
proCasp7 act: -12; MEP2 TOR yeast: 99; proCasp3 act: -11; AGP1 TOR yeast: 93; AHR act: 108*; LAP4 TOR yeast: 90; CIT2-GFP yeast: 97; RPL19A-GFP yeast: 98

What do the screens show for `CC(=O)c1cccc(N=Cc2c(O)ccc3ccccc23)c1`?
proCasp7 act: 9; MEP2 TOR yeast: 100; proCasp3 act: 2; AGP1 TOR yeast: 92; AHR act: 13; LAP4 TOR yeast: 80; CIT2-GFP yeast: 98; RPL19A-GFP yeast: 96

Results for C#CCOCCOCCOCCNc1nc(N2CCN(C(=O)CCCCCCCCCCNC(=O)[C@H](CCCCN)n3cc(CCO)nn3)CC2)nc(N2CCN(C(=O)CCCCCCCCCCNC(=O)[C@H](CCCCN)n3cc(C[C@@H](C)CC)nn3)CC2)n1 ?
proCasp7 act: -3; MEP2 TOR yeast: 105; proCasp3 act: -1; AGP1 TOR yeast: 100; AHR act: 4; LAP4 TOR yeast: 161*; CIT2-GFP yeast: 101; RPL19A-GFP yeast: 76

Results for CC#CCN(Cc1ccco1)C(=O)c1ccc(OC2CCN(Cc3ccccn3)CC2)cc1 ?
proCasp7 act: 2; MEP2 TOR yeast: 90; proCasp3 act: 6; AGP1 TOR yeast: 103; AHR act: -1; LAP4 TOR yeast: 96; CIT2-GFP yeast: 96; RPL19A-GFP yeast: 95

Results for Cc1noc(C)c1S(=O)(=O)Nc1ccc(C(=O)NCCc2ccccc2)cc1 ?
proCasp7 act: -4; MEP2 TOR yeast: 102; proCasp3 act: 8; AGP1 TOR yeast: 103; AHR act: 2; LAP4 TOR yeast: 101; CIT2-GFP yeast: 102; RPL19A-GFP yeast: 102

Results for CN1CCN(S(=O)(=O)c2ccc(Sc3nnnn3-c3ccccc3)c([N+](=O)[O-])c2)CC1 ?
proCasp7 act: 1; MEP2 TOR yeast: 92; proCasp3 act: -2; AGP1 TOR yeast: 92; AHR act: 3; LAP4 TOR yeast: 85; CIT2-GFP yeast: 99; RPL19A-GFP yeast: 102

How did COc1ccccc1-n1c(C)nc2cc(C(=O)O)ccc21 do in these assays?
proCasp7 act: 4; MEP2 TOR yeast: 102; proCasp3 act: 1; AGP1 TOR yeast: 100; AHR act: 1; LAP4 TOR yeast: 103; CIT2-GFP yeast: 103; RPL19A-GFP yeast: 100

Results for O=C(CSc1nnc(COc2ccc(Br)cc2)o1)N1CCOCC1 ?
proCasp7 act: -8; MEP2 TOR yeast: 105; proCasp3 act: 1; AGP1 TOR yeast: 109; AHR act: 0; LAP4 TOR yeast: 85; CIT2-GFP yeast: 109; RPL19A-GFP yeast: 108

How did O=C(CN1C(=O)NC2(CCCC2)C1=O)OCc1ccc(Cl)cc1Cl do in these assays?
proCasp7 act: 3; MEP2 TOR yeast: 98; proCasp3 act: -2; AGP1 TOR yeast: 109; AHR act: 0; LAP4 TOR yeast: 103; CIT2-GFP yeast: 101; RPL19A-GFP yeast: 99

What do the screens show for `CC(C)CNc1nnnc2c1sc1nc(N3CCOCC3)c3c(c12)CCCC3`?
proCasp7 act: -8; MEP2 TOR yeast: 102; proCasp3 act: -2; AGP1 TOR yeast: 101; AHR act: -2; LAP4 TOR yeast: 106; CIT2-GFP yeast: 100; RPL19A-GFP yeast: 97

Results for CC(=O)Oc1cccc(N2C(=O)C3C4C=CC(CC4)C3C2=O)c1 (configuration not stated) ?
proCasp7 act: 2; MEP2 TOR yeast: 104; proCasp3 act: 9; AGP1 TOR yeast: 104; AHR act: 4; LAP4 TOR yeast: 112; CIT2-GFP yeast: 93; RPL19A-GFP yeast: 105

How did COc1ccc(N2CC(C(=O)Nc3nc4ccc(F)cc4s3)CC2=O)c(OC)c1 (configuration not stated) do in these assays?
proCasp7 act: -5; MEP2 TOR yeast: 103; proCasp3 act: -4; AGP1 TOR yeast: 97; AHR act: 27; LAP4 TOR yeast: 94; CIT2-GFP yeast: 90; RPL19A-GFP yeast: 101

Some of these compounds in order of number of heavy atoms, smallest number first.
What do the screens show for `Cc1[nH]n(C(N)=S)c(=O)c1N=Nc1ccc(Br)cc1`?
proCasp7 act: -12; MEP2 TOR yeast: 99; proCasp3 act: -11; AGP1 TOR yeast: 93; AHR act: 108*; LAP4 TOR yeast: 90; CIT2-GFP yeast: 97; RPL19A-GFP yeast: 98

What do the screens show for `CCn1nc(CC(C)C)cc1C(=O)N1CCCC(Nc2ccc(F)cc2)C1` (configuration not stated)?
MEP2 TOR yeast: 104; AGP1 TOR yeast: 91; LAP4 TOR yeast: 88; CIT2-GFP yeast: 90; RPL19A-GFP yeast: 109

What do the screens show for `CC(C)CNc1nnnc2c1sc1nc(N3CCOCC3)c3c(c12)CCCC3`?
proCasp7 act: -8; MEP2 TOR yeast: 102; proCasp3 act: -2; AGP1 TOR yeast: 101; AHR act: -2; LAP4 TOR yeast: 106; CIT2-GFP yeast: 100; RPL19A-GFP yeast: 97
